# D2 agonist: agonists of human D2 dopamine receptor; P14416; HEK293 T-REx D2 cells, calcium flux agonist mode; activation, % at 2 µM; 340,000 compounds, 0.53% hits; AID 485358;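 active = activation over 3 SD above normal in the single-dose calcium agonist read, cut at about 30% in these data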; also: 0% is about no effect
#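 Agonism is scored from calcium flux in a force-coupled, inducible HEK293 cell line expressing D2, read kinetically for 180 s after compound addition against dopamine controls.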
# ERG Ets-DNA blk: inhibitors of human ERG Ets domain-DNA interaction. 370,000 compounds, 0.028% hits. P11308. fluorescence polarization, His-ERG Ets domain / labelled DNA. Potency, µM (top dose mostly 76.9 µM), for the others: at the top dose FP activity, negative = inhibition, most hits filed as inhibitors; active = well fitted inhibition curve with a large enough effect in the polarisation, with a control signal flat; inconclusive = small, poorly fitted or top-dose-only effect, or effect the other way, or a change in a side signal; inactive = no such curve, though single readings can be large or run the other way; the % refers to the polarisation;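 also: polarization taken with two DNA probes labelled with fluorescein and Texas red; potency is read from the fitted curve at half-maximal effect; % of control where 0% means no effect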
#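 His-tagged ERG Ets domain (1 uM in the protein solution; 300mM KCl, 50mM Tris-HCl, 1mM EDTA, 1mM DTT, pH 7.5) received compound, then a probe mix of 5 nM fluorescein-DNA and 100nM Texas-615-DNA. Fluorescence polarization was read for both dyes.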
# RGS4 inhibitor: blocks human RGS4-accelerated GTP hydrolysis | P49798 | Transcreener GDP fluorescence polarization, RGS4-accelerated GTP hydrolysis | Potency, µM (highest dose often 114 µM), without a hit: top-dose activity change, negative = inhibition, hits mostly inhibitors | 390,000 compounds, 0.039% hits; also: potency is read from the fitted curve at half-maximal effect; % is scaled to controls: 0 for no effect and ±100 for the full control effect; nearly all actives have a fitted effect of over 75% in size; some results filed as inactive show a strong effect at the top dose
# Target sequence (P49798 whole entry, looked up): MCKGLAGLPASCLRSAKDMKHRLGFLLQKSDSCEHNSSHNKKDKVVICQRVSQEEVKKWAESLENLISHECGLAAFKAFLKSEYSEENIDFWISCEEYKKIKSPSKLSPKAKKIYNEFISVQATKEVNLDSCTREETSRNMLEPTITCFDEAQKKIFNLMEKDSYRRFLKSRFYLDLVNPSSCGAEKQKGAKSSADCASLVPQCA
#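 MLSMR compounds (23 nl, pin-transferred) preincubated 10 min at room temperature with a 500nM (2x) first reagent, then RGS4 at 900nM (2x) plus Transcreener GDP mix added; fluorescence polarization (620/688 nm) read before and after 90 min at 30 °C.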
# D2 antagonist: antagonists of human D2 dopamine receptor | P14416 | inhibition, % at 10 µM | 340,000 compounds, 2% hits | AID 485344 | HEK293 TREx D2 cells, calcium flux, dopamine EC80; in the data active = inhibition above about 30%; also: 0% is about no effect
#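 Tetracycline-induced HEK293 TREx cells expressing D2 receptor forced-coupled to calcium signalling, loaded with no-wash calcium dye. Compounds added and calcium flux read 180 s, then dopamine added at EC80 and read a further 180 s.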
# Vif-A3F inh: Vif-A3F binding inhibition. HeLa A3F-eYFP + Vif (tagged APOBEC3F with the HIV-1 protein that degrades it), YFP fluorescence increase. Potency, µM (titrated, usually from 46.1 µM), without a hit: at the top dose activity, negative = active. 390,000 compounds, 0.2% hits; also: potency is read from the fitted curve at half-maximal effect; % of control where 0% means no effect; nearly all actives have a fitted effect of over 65% in size
#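 HeLa cells stably expressing Vif plus C-terminally eYFP-tagged A3F were seeded, incubated overnight at 37 deg C, dosed with compound, incubated overnight again at 37 deg C. Yellow fluorescence (Ex 488/Em 500-530) reported blocked Vif-mediated A3F-eYFP degradation.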
# Glioma ERSR ind: ER stress response induction in glioma | U87-MG GRP78 promoter luciferase reporter, 16 h | Potency, µM, for inactives: top-dose activation, hits mostly activators | 420,000 compounds, 0.02% hits; also: potency is read from the fitted curve at half-maximal effect; series mostly up to about 76 µM; % of control where 0% means no effect; nearly all actives have a fitted effect of over 35% in size
#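 Stably transfected U87-MG human glioma cells carrying a GRP78-based luminescent sensor were seeded at 1000 cells/well, pin-dosed with compounds and incubated 16 h. Luciferase reagent was then added, and end-point luminescence was read after 10 min at room temperature.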
# LDHA inh: inhibitors of human lactate dehydrogenase A. P00338. purified LDHA, NADH/diaphorase-resazurin fluorescence; hits give low values. activity change, % (values are at about 110 or 230 µM). 480,000 compounds, 0.15% hits; in the data active = activity change below about -30%; inconclusive = mostly about -25% to -30%;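 also: plate controls were DMSO wells for no effect and wells without enzyme for full effect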
#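 Enzyme activity of human lactate dehydrogenase 5 (2 nM; 0.06 mM NADH, 0.2 mM pyruvate, 5 min, RT) is measured via a resazurin/diaphorase fluorescence readout of residual NADH.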
# Vif-APOBEC3G blk: blocks the Vif interaction with human APOBEC3G; Q9HC16; HeLa A3G-eYFP + Vif (tagged APOBEC3G with the HIV-1 protein that degrades it), YFP fluorescence, overnight; Potency, µM (doses to about 46.1 µM), for inactives: at the highest dose activity, negative = active, usual class: inhibitors; 410,000 compounds, 0.076% hits; AID 602310;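 also: potency is read from the fitted curve at half-maximal effect; % is scaled to controls: 0 for no effect and ±100 for the full control effect; nearly all actives have a fitted effect of over 60% in size; hits raise eYFP signal because A3G escapes Vif-driven loss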
#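 Read-out is eYFP fluorescence (Ex 488/Em 500-530) from Vif-expressing HeLa A3G-eYFP cells; more signal means A3G escaped Vif-mediated degradation. Cells plated overnight, compound pinned in, incubated overnight at 37 deg C.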
# 12-LOX inh: blocks human arachidonate 12S-lipoxygenase; purified 12hLO, xylenol orange hydroperoxide absorbance; Potency, µM (series often up to 108 µM), for the others: at the highest dose activity change, negative = inhibition, most hits filed as inhibitors; AID 1671190; 580,000 compounds, 1.1% hits; also: potency is read from the fitted curve at half-maximal effect; % is scaled to controls: 0 for no effect and ±100 for the full control effect
# Target sequence (P18054 whole entry, looked up): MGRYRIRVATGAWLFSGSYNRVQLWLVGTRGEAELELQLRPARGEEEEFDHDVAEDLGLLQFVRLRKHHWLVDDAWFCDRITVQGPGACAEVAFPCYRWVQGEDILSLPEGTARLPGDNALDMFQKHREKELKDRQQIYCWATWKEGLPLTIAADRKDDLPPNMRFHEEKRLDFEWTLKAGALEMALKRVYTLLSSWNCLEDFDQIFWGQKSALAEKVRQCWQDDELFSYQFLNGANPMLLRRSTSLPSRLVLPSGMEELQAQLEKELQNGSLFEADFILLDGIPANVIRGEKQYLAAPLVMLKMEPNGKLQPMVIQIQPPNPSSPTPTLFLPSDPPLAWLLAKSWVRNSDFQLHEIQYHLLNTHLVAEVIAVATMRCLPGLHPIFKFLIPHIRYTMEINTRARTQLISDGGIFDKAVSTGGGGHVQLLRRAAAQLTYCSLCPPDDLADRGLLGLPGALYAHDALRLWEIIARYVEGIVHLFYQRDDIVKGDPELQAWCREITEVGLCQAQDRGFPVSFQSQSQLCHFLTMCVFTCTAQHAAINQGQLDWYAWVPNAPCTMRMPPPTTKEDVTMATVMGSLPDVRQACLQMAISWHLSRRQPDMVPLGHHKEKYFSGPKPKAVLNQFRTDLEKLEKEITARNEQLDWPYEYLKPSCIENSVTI
#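 Purified human 12hLO at 150 nM in 25 mM Hepes, 0.01% Triton X-100, pH 7.0, preincubated 15 min at room temperature with compound. Reaction started with 40 uM arachidonic acid, 30 min at room temperature. Hydroperoxide measured by Fe-xylenol orange, 573/405 nm absorbance ratio.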
# Numbers without * were called inactive; u = inconclusive; x = not tested or not shown; [ ] = dose if it differs, or a comment. Unless noted, calls follow the shape of the dose curve; as a rule, active = well fitted curve in the direction sought with a large enough effect; inconclusive = small, poorly fitted or top-dose-only effect, or another doubt; inactive = no such curve, though single readings can be large; an effect the other way counts as inactive or inconclusive.
SMILES,D2 agonist,ERG Ets-DNA blk,RGS4 inhibitor,D2 antagonist,Vif-A3F inh,Glioma ERSR ind,LDHA inh,Vif-APOBEC3G blk,12-LOX inh
COc1cc(OC)cc(-n2nnnc2SCC(=O)N2CCCc3ccccc32)c1,-0.8,x,-26%,-10,2%,-2%,-2,1%,-9%
COc1cc2c(C(=O)N3CCN(c4cccc(C)c4)C(C)C3)cn(CC(C)C)c(=O)c2cc1OC (stereo not drawn),0.4,-3%,-13%,x,3%,1%,1,1%,-23%
CN1CCN(c2ccc(Cl)cc2NC(=O)c2cccc(S(=O)(=O)N(C)C)c2)CC1,1.5,x,-2%,2,0%,-3%,1,3%,7%[57.4 µM]
Cn1c(=NC(=O)COc2ccccc2)sc2ccccc21,x,0%,-10%,x,2%,-7%,-8,2%,-54%
O=C1C2C3C=CC([C@@H]2C(=O)N1C1CCCCC1)[C@H]1C(=O)N(C2CCCCC2)C(=O)C31 (stereo partly drawn),0.6,-4%,-24%,11,x,1%,-1,-8%,2%
COc1ccccc1N1CCN(c2ccc(=O)n(CC(=O)NCc3ccc(OC(C)C)cc3)n2)CC1,-0.2,1%,-41%,x,-4%,0%,7,-2%,-14%
CC[C@]1(c2cccc(C)c2)C(=O)N(C(=O)OC)N1C(=O)OC,-0.4,5%,-27%,-15,5%,-2%,-3,-2%,0%
O=C(OCC(=O)N1CCCCC1)c1ccc2ccccc2n1,x,7%,-15%,x,-11%,0%,-1,0%,178%[activator]
COc1ccccc1NC(=O)CSc1nnc(CNC(=O)c2ccco2)o1,-0.1,-9%,-15%,-12,-11%,-1%,-6,-11%,74%[activator][57.4 µM]
COC(=O)C1=C(N)OC2=C(C(=O)CCC2)C1c1cccs1 (stereo not drawn),0.2,-1%,22%,-5,x,0%,-5,1%,0%
COCCCNC(=O)CNC(=O)c1nn(-c2ccc(OC)cc2)c(=O)c2ccccc12,1.1,2%,-2%,2,5%,-4%,-4,0%,0%
COCCNC(=O)C1(C)CCCN(Cc2cc(C(F)(F)F)ccc2Cl)C1 (stereo not drawn),x,x,x,x,x,-5%,-1,-1%,10%
CC1(C)CC(=O)c2sc(NS(=O)(=O)Cc3ccccc3)nc2C1,-0.3,-5%,u,6,-8%,9%,-5,-4%,u
Cc1ccc2nc(-c3ccccc3F)c(Nc3ccc(Cl)cc3)n2c1,0.9,-1%,25%,x,-6%,-2%,2,1%,u
Cc1ccc(C)c2[nH]c(=O)c(CCNC(=O)c3ccc(S(=O)(=O)N4CCCC4)cc3)cc12,-0.9,7%,-19%,6,1%,-2%,-1,-5%,-9%
CCOC(=O)C(NC(=O)c1ccccc1Cl)(Nc1ccc(C)c(C)c1)C(F)(F)F (stereo not drawn),-0.7,x,3%,-1,-1%,-1%,-2,-1%,-20%
O=C(Cn1ccc2cc(S(=O)(=O)N3CCCCC3)ccc21)NCCc1ccc(Cl)cc1,1.8,2%,-1%,x,-2%,0%,4,-2%,-30%
CCc1nc2c(OCc3cccc(Cl)c3)cccn2c1N(C)C(=O)c1ccc(OC)cc1,x,x,x,x,x,4%,-1,-3%,u
Cc1cccc(N2C(=O)N3[C@H](c4ccc(Br)cc4)[C@@H]4C(=O)N(C(C)(C)C)C(=O)[C@@H]4[C@]3(C)C2=O)c1,2.2,-10%,-28%,-4,0%,-2%,4,0%,-12%
COc1ccc(C=C(c2nc3ccccc3s2)c2nc3ccccc3s2)cc1O,0.1,4%,-20%,-8,11%,3%,0,-19%,-19%
O=S1(=O)CCN(C2CCCCCCCCCCC2)CC1,x,x,x,x,-3%,-4%,3,2%,1%
Cn1c(NC(=O)c2ccc(S(=O)(=O)N3CCOCC3)cc2)cc(=O)n(C)c1=O,1.1,6%,13%,2,0%,4%,-3,1%,0%
O=C(NC1CC1)c1sc2ccccc2c1Cl,-0.7,11%,13%,3,-21%,3%,-2,-1%,-1%
Cc1ccc(NS(=O)(=O)c2cccc(C(=O)N3CCCCCCC3)c2)cc1,1.5,-10%,8%,-19,-20%,-6%,1,0%,1%
C=CCCC(=O)N1CCCC(C(=O)c2cccc(OC)c2)C1 (stereo not drawn),16,-1%,19%,-9,-12%,-2%,-8,3%,5%
O=C1C=CC(=O)N1N(c1ccccc1)c1ccccc1,5.3,-7%,u,-3,-4%,-6%,-8,-18%,35µM*
O=C(NC(Cc1ccccc1)C(=O)O)/C(=C\c1ccccc1F)NC(=O)c1ccccc1 (stereo not drawn),-0.5,2%,6%,-4,-10%,-2%,-9,1%,-4%
O=C(Nc1cc(C(F)(F)F)cc(C(F)(F)F)c1)Nc1cnn(-c2ccc([N+](=O)[O-])cc2)c1C(F)(F)F,8.7,-10%,-2%,0,6%,-2%,-3,-6%,451%[activator]
COC(=O)c1ccccc1NC(=O)CSc1nc2ccsc2c(=O)n1Cc1ccc(C(=O)O)cc1,x,x,x,x,-5%,-2%,-2,-2%,-4%
O=C(c1cc(COc2cccc(C(F)(F)F)c2)on1)N1CCSCC1,-0.9,5%,25%,9,1%,-2%,0,0%,-6%
CC1=CCC2C(=O)N(c3cccc(C(=O)NC(C)c4ccccc4)c3)C(=O)C2C1 (stereo not drawn),0.6,3%,20%,4,5%,-4%,-9,4%,59%[activator]
N#Cc1ccc(OCC(=O)n2cc(C(=O)c3cc(Cl)cc(Cl)c3O)cn2)cc1,-0.4,u,7%,-2,1%,-3%,4,1%,x
Cc1ccc(NC(=O)CCNS(=O)(=O)c2cccc3nonc23)cc1,0.3,-11%,18%,31*,0%,-4%,-14,1%,0%
Cc1nn2c(-c3ccco3)ccnc2c1-c1ccc(Cl)cc1,x,0%,2%,x,-16%,8%,2,-7%,-24%
CC1(C)CC(=O)C(C=NCCN2CCN(C(=O)c3ccc(F)cc3)CC2)=C(O)C1,0.4,2%,-19%,-6,x,-2%,-1,-4%,-21%
Cc1cnn(C(=O)c2oc3ccccc3c2C)c1,0.3,-2%,-1%,-16,-10%,2%,2,1%,-9%
CCOC(=O)N1CCC(N(CCCOC)C(=O)Nc2cccc(OC)c2)CC1,10,0%,-5%,-13,-4%,-3%,-3,1%,7%
COc1ccc(NC(=O)CSCC(=O)Nc2cccc3ncccc23)cc1,-0.2,-6%,-36%,-36,-8%,-4%,3,0%,-21%
CCN(CC(=O)Nc1c(F)cccc1F)C(=O)CCCNC(=O)c1ccc(Cl)cc1,-0.8,3%,-1%,-1,4%,-6%,-5,1%,-5%
COc1ccc(CCNC(=O)CCCCCNc2nc(=S)[nH]c3ccccc23)cc1OC,0.2,13%,-28%,3,3%,-6%,0,1%,-5%
O=C(CC(O)c1ccccc1)Nc1ccccn1 (stereo not drawn),x,3%,-11%,x,-6%,-2%,2,-3%,u
O=C(NCC(=O)N1CCN(S(=O)(=O)c2ccccc2)CC1)c1ccc(Br)o1,x,-3%,4%,x,-6%,-3%,-2,2%,1%
CCCN(CCC)CCNC(=O)c1cn(C)c(=O)c2c1c1ccccc1n2C,0.8,-8%,4%,-5,-11%,-2%,5,-3%,-2%
COCCCNC(=S)NNC(=O)C1CC1c1ccc(C(C)(C)C)cc1 (stereo not drawn),x,2%,-22%,x,-1%,-5%,-4,2%,-29%
O=C(c1ccccc1)c1c[nH]c(C(=O)NNc2ccccc2)c1,1.6,2%,-39%,1,4%,-1%,-4,-9%,u
NC(=S)Nc1ccccc1Br,-0.7,-5%,-8%,-9,-1%,-2%,-1,-2%,u
O=C(O)c1ccccc1C(=O)Nc1nccs1,x,-6%,-9%,x,8%,1%,-3,0%,-18%
Cc1nccn1Cc1cccc2ccccc12,0.4,4%,26%,-8,-4%,-1%,-7,-1%,-15%
Cc1ccc(/C=N/NC(=O)CN2C(=O)CSc3ccccc32)o1,-0.2,12%,3%,-4,-6%,-4%,-2,0%,0%
COc1ccc(NC(=O)c2cccc(NC(=O)c3ccccc3)c2)c(OC)c1,-0.9,-20%,2%,-1,0%,2%,-6,-2%,74%[activator]
Cc1nc2scc(C)n2c(=O)c1S(=O)(=O)N1CCN(c2ccccc2)CC1,-0.7,-2%,-9%,32*,13%,-5%,-5,2%,-10%
CC(=O)c1cccc(NC(=O)CCNS(=O)(=O)c2cccc(C(C)=O)c2)c1,-2.8,6%,-26%,1,-7%,1%,-3,1%,0%
Nc1nccc(SCc2ccccc2)n1,x,-3%,10%,x,18%,2%,-1,-4%,14%
CC(CC(=O)O)Nc1ccccc1O (stereo not drawn),0.9,3%,-41%,8,5%,-1%,34,-4%,u
Cn1cc(C(=O)N2CCc3ccccc32)cn1,0.1,-10%,-32%,-4,-4%,5%,-6,-2%,12%
COc1cc(NC(=O)COC(=O)CCCC2=NS(=O)(=O)c3ccccc3N2)cc(OC)c1,0.0,4%,7%[11.4 µM],-12,-16%,-5%,-2,-2%,-13%

# Given with two lines to a compound: part of the list above.
# Below each SMILES: D2 agonist	ERG Ets-DNA blk	RGS4 inhibitor	D2 antagonist	Vif-A3F inh	Glioma ERSR ind	LDHA inh	Vif-APOBEC3G blk	12-LOX inh
CC(=O)c1cccc(NC(=O)CCNS(=O)(=O)c2cccc(C(C)=O)c2)c1
    -2.8	6%	-26%	1	-7%	1%	-3	1%	0%
Nc1nccc(SCc2ccccc2)n1
    x	-3%	10%	x	18%	2%	-1	-4%	14%

# This is a subset; the hit share may differ from the screen's.
